Screens from PubChem.
mec2-1 – NCI yeast anticancer drug screen, S. cerevisiae mec2-1 strain; % growth inhibition at 50 µM; 79,000 tested, 9% active; AID 157;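 also: 0% = growth of vehicle-only cultures of the same strain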
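mec2-1 yeast strain, carrying an alteration in DNA damage repair or cell cycle control, was exposed to compounds; growth inhibition was measured relative to vehicle-treated controls.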
rad50 – NCI yeast anticancer drug screen, S. cerevisiae rad50 strain; growth inhibition, % at 50 µM; 79,000 tested, 10% active;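 also: 0% = growth of vehicle-only cultures of the same strain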
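DNA repair mutant yeast, compound exposure, growth read-out; inhibition is taken relative to vehicle.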
bub3 – NCI yeast anticancer drug screen, S. cerevisiae bub3 mutant strain. % growth inhibition at 50 µM. 78,000 tested, 9.9% active. AID 167;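 also: 0% = growth of vehicle-only cultures of the same strain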
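Growth of a checkpoint-deficient yeast mutant is measured after compound exposure. Values represent inhibition relative to vehicle.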
yeast sgs1 mgt1 – NCI yeast anticancer drug screen, S. cerevisiae sgs1 mgt1 strain; % growth inhibition at 50 µM; 78,000 tested, 10% active; AID 161;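 also: 0% = growth of vehicle-only cultures of the same strain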
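Genetically altered yeast, compound exposure, growth inhibition relative to vehicle.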
cln2 rad14 – NCI yeast anticancer drug screen, S. cerevisiae cln2 rad14 strain; growth inhibition, % at 50 µM; 78,000 tested, 8.3% active;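 also: 0% = growth of vehicle-only cultures of the same strain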
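Readout is yeast growth inhibition versus vehicle-treated controls, using a strain with cln2 and rad14 alterations exposed to compound.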
yeast mlh1 rad18 – NCI yeast anticancer drug screen, S. cerevisiae mlh1 rad18 strain. % growth inhibition at 50 µM. 79,000 tested, 11% active. AID 175;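 also: 0% = growth of vehicle-only cultures of the same strain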
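Test agents were incubated with a yeast strain of defined genotype (DNA damage repair defect). Inhibition of growth was derived by comparison with vehicle-exposed cultures.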
An asterisk follows results filed as active; . = no result given; & = joins results of further samples. Rule as the data show it: active = growth inhibition above about 70%; inactive = the rest. The list is partial. The share of hits here may be higher or lower than overall.

Order of values: mec2-1	rad50	bub3	yeast sgs1 mgt1	cln2 rad14	yeast mlh1 rad18
COC(=O)c1ccc([As]=O)cc1N (stereo unspecified)
→ 100*	99*	99*	99*	99*	99*
Cc1ccc2c(c1)C1(C)c3cc(C)ccc3SP1S2 (stereo unspecified)
→ 40	72*	43	63	53	47
CC1(C)OC2(C)CCC1C(O)C2N1CCCCC1 (stereo unspecified)
→ -4	-30	-1	-13	1	-9
Cc1c(C)c(N)c(C)c(C)c1N
→ -21	11	9	-5	20	20
CCCCS(=O)CCC(N)P(=O)(O)O (stereo unspecified)
→ -54	-51	1	-53	-10	-38
O=C(O)/C=C/c1ccc(S(=O)(=O)F)cc1
→ -16	36	34	17	16	21
CC(=O)OCC1OC([Se-])C(OC(C)=O)C(OC(C)=O)C1OC(C)=O.N#CCC[PH+](CCC#N)CCC#N.[Au+] (stereo unspecified)
→ 7	7	2	-5	-16	10
NC1=Nc2ccccc2Sc2ccccc21
→ -39	-19	-24	-45	2	-34
CC(C)OP(=S)(OC(C)C)SSSP(=S)(OC(C)C)OC(C)C
→ 4	14	13	2	-3	6
C1C[OH+]CC[OH+]CC[OH+]CC[OH+]CC[OH+]1.[Cl-].[V]
→ -6	-13	-12	-2	-11	-1
CC(=O)OCC1(N2CCCC2)CCCCC1
→ 5	5	24	43	0	-17
OC1(c2ccccc2)CC2CCC(C1)N2CCCC1(c2ccc(F)cc2)OCCO1 (stereo unspecified)
→ 43	15	15	12	40	29
c1ccc(-c2n[se]c(-c3ccccc3)n2)cc1
→ 4	32	16	7	13	26
Clc1cccc2ccccc12
→ -12	8	3	0	14	16
O=C(CCl)N(CCO)CCO
→ 2	-1	6	-2	-31	1

Grouped by structure, the compounds so far with fluorine
Order of values: mec2-1	rad50	bub3	yeast sgs1 mgt1	cln2 rad14	yeast mlh1 rad18
O=C(O)/C=C/c1ccc(S(=O)(=O)F)cc1
→ -16	36	34	17	16	21
OC1(c2ccccc2)CC2CCC(C1)N2CCCC1(c2ccc(F)cc2)OCCO1 (stereo unspecified)
→ 43	15	15	12	40	29

New compounds follow.
Order of values: mec2-1	rad50	bub3	yeast sgs1 mgt1	cln2 rad14	yeast mlh1 rad18
CC1CNCCN1c1ccc(Cl)cc1 (stereo unspecified)
→ -21	14	23	11	20	6
CCCCCN1C(=O)C2C(C1=O)C1(Cl)C(Cl)=C(Cl)C2(Cl)C1(Cl)Cl (stereo unspecified)
→ 96*	97*	98*	96*	95*	96*
O=C(O)CNC(=O)c1ccc([As](=O)(O)O)cc1
→ 19	21	22	-26	10	15
N#CCC(=O)c1ccccc1
→ 30	3	-11	0	-21	1
Cc1cc(N(CC(C)Br)CC(C)Br)ccc1N=Nc1ccccc1C(=O)O (stereo unspecified)
→ -3	24	-6	3	25	26
O=[N+]([O-])c1ccc(O)c(CBr)c1
→ -5	36	14	8	19	5
Cc1cc(=O)[nH]o1
→ 14	-1	0	7	9	11
CCOC(=O)/C(=C\c1ccc(C)cc1)[Se]c1ccccc1
→ 3	50	18	30	16	6
O=C(N/N=C/c1cc(Cl)cc(Cl)c1[O-])c1ccccc1O.O=C(N/N=C/c1cc(Cl)cc(Cl)c1[O-])c1ccccc1O.[Cu+2]
→ -16	-6	-13	-18	-38	12
CCC1(O)C(=O)OCc2c1cc(C)[nH]c2=O (stereo unspecified)
→ 0	1	4	-6	24	5
CCC(C)OC(=O)C(Cl)(Cl)Cl (stereo unspecified)
→ 1	1	4	-2	-6	1
O=C([O-])C(F)(F)F.O=[N+]([O-])O.[Co+3].[NH2-].[NH2-].[NH2-].[NH2-].[NH2-]
→ 2	5	5	8	-6	40
Cc1ccc(N)cc1 (tested in a mixture with another compound)
→ 10&-16	-2&-2	14&-2	10&-9	-12&-3	48&-2
CCCCCCC(Br)C(=O)OC (stereo unspecified)
→ -5	12	-1	-8	-3	7
CC1(C)N=C(N)N=C(N)N1c1ccc(OCC(=O)Nc2cccc(S(=O)(=O)F)c2)c(Cl)c1
→ 96*	70*	-1	64	-26	45

Entries listed so far that have two or more sulfur atoms (2):
Order of values: mec2-1	rad50	bub3	yeast sgs1 mgt1	cln2 rad14	yeast mlh1 rad18
Cc1ccc2c(c1)C1(C)c3cc(C)ccc3SP1S2 (stereo unspecified)
→ 40	72*	43	63	53	47
CC(C)OP(=S)(OC(C)C)SSSP(=S)(OC(C)C)OC(C)C
→ 4	14	13	2	-3	6

The listing continues:
Order of values: mec2-1	rad50	bub3	yeast sgs1 mgt1	cln2 rad14	yeast mlh1 rad18
COc1ccc2c(c1)CC1c3c(cc4c(c3-2)OCO4)CCN1C (stereo unspecified)
→ -20	7	-16	-22	12	0
CNCCc1cc2c(cc1C=O)OCO2
→ -20	-3	.	.	.	2
Cc1cc(N(CCCl)CCCl)ccc1C1N(Cc2ccc(Cl)cc2Cl)CCCN1Cc1ccc(Cl)cc1Cl
→ 18	40	16	58	14	52
O=C1C2CCN(CC2)C1Cc1ccccc1 (stereo unspecified)
→ 3&2	-5&-10	-3&-18	4&-9	0&-4	3&-15
CC(Cc1ccccc1)N(C)Cc1ccc(-c2ccc(Cl)cc2)o1 (stereo unspecified)
→ 100*	99*	99*	34	99*	100*
O=c1oc2ccccc2c(O)c1C(c1ccc(/C=C/c2ccccc2)cc1)c1c(O)c2ccccc2oc1=O
→ 90*	87*	77*	82*	78*	91*
O=c1c2cc(Br)ccc2[nH]c(=S)n1-c1ccc(Br)cc1
→ -7	10	35	15	18	12
CCOP(=O)(O)C1CCCC(C)[N-]1.CCOP(=O)(O)C1CCCC(C)[N-]1.[Cu+2] (stereo unspecified)
→ 34	49	3	32	45	27
CCOc1cc(/C=C/[N+](=O)[O-])ccc1O
→ 66	77*	43	78*	55	97*
N#C[C@H](OC1OC(COC2OC(CO)C(O)C(O)C2O)C(O)C(O)C1O)c1ccccc1 (stereo partly specified)
→ -35	-35	-29	-21	-1	-28
Cc1ccc(NP2(=O)NCCCN2)cc1
→ 6	-15	16	-16	0	-10
CCCCN1CCC2(CC1)COCc1ccccc12
→ 34	57	55	42	29	44
Cc1ccc(NP(=O)(Oc2ccccc2)N(CCCl)CCCl)cc1 (stereo unspecified)
→ 24	74*	62	73*	57	55
CC(=O)[O-].O=[N+]([O-])c1ccc([O-])c(C=NCCN=Cc2cc([N+](=O)[O-])ccc2[O-])c1.[Mn+3]
→ 79*	92*	88*	92*	48	93*
COc1cc(C)c(OP(=O)(OC)OC)cc1C
→ 1	15	2	14	59	-1
CC(C(=O)c1ccccc1)N(C)C (stereo unspecified)
→ -7	2	-20	-4	-50	6
CCOC(=O)C(=O)C1CCNC1=O (stereo unspecified)
→ 3	9	-4	-4	0	24
O=C(O)C(O)c1ccc(Cl)cc1 (stereo unspecified)
→ -1	18	16	-15	-15	11
C[n+]1c(/C=C/c2ccc(O)c3ncccc23)[se]c2ccccc21
→ 94*	93*	93*	92*	92*	93*
CCCO[As](=O)(OCCC)OCCC
→ 7	6	24	6	12	-9
CCCC1(c2ccccc2)C(=O)NCNC1=O
→ -30	-22	-25	-24	-12	-25
C[CH2][Pb]([CH2]C)([CH2]C)[O]C(=O)c1ccccc1
→ 2	0	1	10	-3	5
COc1cc(/C=C(\C)[N+](=O)[O-])cc(OC)c1
→ 16	19	65	34	58	86*
Cc1c([As](=O)(O)O)ccc2nc3c(C)c([As](=O)(O)O)ccc3nc12
→ 1	24	2	15	9	22
O=C(CBr)OCc1ccccc1
→ 100*	100*	99*	100*	99*	99*
COc1ccc2c(c[n+](C)c3c4cc5c(cc4ccc23)OCO5)c1OC
→ -6	0	-6	6	14	1
O=S1(=O)OCCOS(=O)(=O)C1(Cl)Cl
→ -42	-33	-32	-18	-11	-9
NC(Cc1cc([N+](=O)[O-])ccc1CN(CCCl)CCCl)C(=O)O (stereo unspecified)
→ 30	42	40	42	20	40
O=[P+](O)c1ccccc1
→ -26&-25	-7&-5	-2&-5	5&-18	1&6	1&-6
CCCCCCCCCCCCCCCCCC[N+](C)(C)C
→ 91*	89*	87*	90*	90*	90*

Three compounds picked at random from the list so far, as already listed:
Order of values: mec2-1	rad50	bub3	yeast sgs1 mgt1	cln2 rad14	yeast mlh1 rad18
C[n+]1c(/C=C/c2ccc(O)c3ncccc23)[se]c2ccccc21
→ 94*	93*	93*	92*	92*	93*
COc1cc(/C=C(\C)[N+](=O)[O-])cc(OC)c1
→ 16	19	65	34	58	86*
CCCCCCCCCCCCCCCCCC[N+](C)(C)C
→ 91*	89*	87*	90*	90*	90*

(more compounds)
Order of values: mec2-1	rad50	bub3	yeast sgs1 mgt1	cln2 rad14	yeast mlh1 rad18
O=C1NC(=S)N/C1=C/c1ccccc1O
→ 7	12	-28	-28	-15	-42
Oc1c(Cl)cc(Cl)c2ccccc12.[Cu+2]
→ 99*	99*	100*	99*	99*	99*
C[C@]12CC[C@@H](OC(=O)N(CCCl)N=O)C[C@@H]1CC[C@@H]1[C@@H]2CC[C@]2(C)C(=O)CC[C@@H]12
→ -3	2	13	26	-1	60
O=C(CCl)Nc1ccccn1
→ -25	-18	-13	-24	-2	-18
C/C=C/CC1(Cc2ccccc2)C(=O)NC(=S)NC1=O
→ -1	28	-15	4	-47	6
CCC(Cl)[N+](=O)[O-] (stereo unspecified)
→ 12	57	49	36	34	51
Cc1csc(N/C(=N/[N+](=O)[O-])N(C)C)n1
→ 1	-35	2	-9	-11	-4
COc1cc2c(cc1OC)C(c1ccc(O)c(O)c1)CNC2 (stereo unspecified)
→ -8	-28	-21	-31	-10	-5
COc1ccc2c(c1OC)C[C@@H]1c3c(cc4c(c3-2)OCO4)CCN1C
→ -30	21	-1	-24	-15	-57
O=S1(=O)CC2(N3CCOCC3)CCCCC21 (stereo unspecified)
→ -6	4	4	-3	-9	-11
CC[S+](C)c1ccc(-c2c3nc(c(-c4ccc([S+](C)CC)cc4)c4ccc([nH]4)c(-c4ccc([S+](C)CC)cc4)c4nc(c(-c5ccc([S+](C)CC)cc5)c5ccc2[nH]5)C=C4)C=C3)cc1 (stereo unspecified)
→ 91*	87*	89*	92*	89*	88*
CCOC(=O)C(N)C[S][Sn]([CH3])([CH3])[Cl] (stereo unspecified)
→ 22	19	22	21	18	-27
CC(=O)Nc1ncc2ccccc2c1-c1ccc(NC(=O)CCN(CCCl)CCCl)cc1
→ 0	84*	18	12	-30	-9
CCc1c2c(c(C)n1C)C(c1ccccc1)=NCC(=O)N2
→ 21	8	13	22	-7	3
CCCCP(CCCC)CCCC
→ 1	-10	51	4	19	20
ClC(CNC1CCCCC1)c1ccccc1 (stereo unspecified)
→ -9	2	-5	18	-26	9
O=C(Cc1ccc2c(c1)OCO2)c1cn(C(=O)Cc2ccc3c(c2)OCO3)c2ccccc12
→ 6	19	0	5	15	26
Cc1cccc(C)c1OCC1=NCCN1
→ 14	5	6	0	-56	-13
CN(C(=O)C1CC1)C1C2CN3CCC(O2)C13 (stereo unspecified)
→ 2	-3	1	7	-22	3
COC(=O)[CH2][Sn]([CH2]C(=O)OC)([CH]1CCCCC1)[CH]1CCCCC1
→ 97*	98*	97*	99*	98*	98*
C1=C\CCC2SC2CC/1 (stereo unspecified)
→ -17	2	12	-6	-15	-8
COc1ccc(CC2=NCCc3cc(OC)c(OC)cc32)cc1OC
→ -3&-38&-41	-33&6&-27	-16&-10&-20	-15&-9&-22	12&13&6	4&5&-28
O=[N+]([O-])c1ccc([Se]CCBr)c([N+](=O)[O-])c1
→ 41	38	30	18	16	20
Nc1cccc2c1Cc1cc([N+](=O)[O-])ccc1-2
→ -37	8	4	18	-14	-1
CC[C@H](C)c1occ2c(O)c(C(=O)O)c(=O)cc-2c1C
→ -3	24	12	12	3	81*
c1ccc2c(c1)ccc1oc3ccc4ccccc4c3c12
→ 8	-3	12	-5	-43	-14
NC(=O)COc1ccc([As]=O)cc1 (stereo unspecified)
→ -15	-2	-33	-12	-49	-16
CC(C)CC(NC=O)C(=O)NC(Cc1ccccc1)NC(=O)CNC(=O)C(C)NC(=O)C(N)Cc1ccc(O)cc1 (stereo unspecified)
→ -10	-17	-5	-1	15	-6
CC(=O)C(Sc1ccccc1[N+](=O)[O-])C(C)=O.[Co]
→ 10	33	6	5	-1	16
N#CC1CC[CH-]CC1.[Cl-].[Cl-].[Cl-].[Cl-].[Cl-].[Sb+5].c1ccncc1
→ 96*	99*	90*	99*	99*	98*
CCCC(C)SP(=S)(SC(C)CCC)SC(C)CCC (stereo unspecified)
→ -11	4	3	-2	-43	20
CCC[CH2][Sn]1([CH2]CCC)[O]C(=O)CN=C(C)c2ccccc2[O]1
→ 10	0	10	4	46	3
c1ccc2c(c1)[Se]c1ccccc1[Se]2
→ -23	-14	23	1	9	-7
Nc1ccccc1C(=O)O
→ 18	15	18	1	9	4
CC1=C(CO)C2=C(C)C3(CC3)[C@@](C)(O)C(=O)C2=C1
→ -1	14	-40	44	18	0
C/C(=N\O)C(CN(C)C)C(c1ccccc1)c1c(O)c2ccccc2oc1=O (stereo unspecified)
→ 63	77*	75*	82*	76*	75*
CCC(Br)C(=O)OCCCl (stereo unspecified)
→ 14	12	16	8	-5	4
O=C1Nc2ccccc2C12CNCS2 (stereo unspecified)
→ 5	6	-13	-9	-23	8
